Screening results from PubChem.
PRMT1 inh: PRMT1 (human) inhibition, primary screen. 370,000 compounds, 1.3% hits. recombinant PRMT1, activity-based probe fluorescence polarization. Q99873. AID 652257. inhibition, % at 2.79 µM;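 active = inhibition above about 21% made by adding two undisclosed values, limit read from the data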
mABHD4 FP: ABHD4 (mouse) inhibition, primary FP screen. purified mABHD4, FP-Rh probe fluorescence polarization. 370,000 compounds, 0.54% hits. Q8VD66. inhibition, % at 8.92 µM;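 active = inhibition exceeding the mean over every tested compound plus 3 SD, cut at about 30% in these data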;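 also: 0% = plate median of compound wells and 100% = S159A mutant with DMSO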
Target sequence (Q8VD66 whole entry, looked up): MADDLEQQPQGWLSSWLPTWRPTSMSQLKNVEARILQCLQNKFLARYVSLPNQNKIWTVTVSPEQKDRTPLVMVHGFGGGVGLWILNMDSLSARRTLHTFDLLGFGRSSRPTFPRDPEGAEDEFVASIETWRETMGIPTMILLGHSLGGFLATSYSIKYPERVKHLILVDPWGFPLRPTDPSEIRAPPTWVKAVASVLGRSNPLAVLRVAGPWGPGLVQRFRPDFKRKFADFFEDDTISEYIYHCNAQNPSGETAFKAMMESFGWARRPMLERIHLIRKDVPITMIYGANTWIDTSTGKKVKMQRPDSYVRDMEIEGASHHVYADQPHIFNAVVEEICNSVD
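system = mouse ABHD4 enzyme, wild type | medium = HEPES pH 7.0, NaCl, Pluronic buffer | also added = FP-Rh probe | incubation = Enzyme–compound pre-incubation 45 min, then probe 60 min, both 25 °C | technique = fluorescence polarization, excitation 525 nm, emission 598 nm, BODIPY TMR filters | controls = S159A mutant high control, sample median low control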
Tn7 DDE FP: disrupts Tn7 cyclic peptide binding to fibrin D-Dimer-E complex; P02675; FP displacement of FITC-Tn7 peptide from fibrin DD(E); 0% = median of compound wells per plate; inhibition, % at 8.3 µM; 370,000 compounds, 0.13% hits; AID 720508;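 active = inhibition above the mean of compounds falling within the control limits plus 3 SD of them, cut at about 14% in these data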;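 also: 0% = plate median of compound wells and 100% = 10 µM Aha-Tn7 peptide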
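Test system: human clot-derived fibrin DD(E) complex / Quantity: 2 µM final DD(E) protein / Incubation: 10 min plus 3 h, room temperature / Measured by: fluorescence polarization / Benchmarks: high control of 10 µM Aha-Tn7 peptide / Replicates: singlicate testing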
SIAE primary: inhibitors of human sialic acid acetylesterase SIAE. inhibition, % at 9.66 µM. 370,000 compounds, 0.69% hits. AID 1053197. SIAE FP-Rh probe binding, fluorescence polarization;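 active = inhibition above a cutoff: mean of compounds within the control limits plus 3 SD of those, cut at about 17% in these data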;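 also: 0% = plate median of compound wells and 100% = probe without SIAE protein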
LEDGF integ inh: blocks HIV-1 LEDGF/p75-dependent DNA integration; TR-FRET IN-LEDGF/p75 DNA integration, Eu/Cy5; inhibition, % at 3.7 µM; 370,000 compounds, 0.64% hits;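 active = inhibition above the screen-wide mean plus 3 SD, cut at about 13% in these data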;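 also: signal is the Cy5 over europium emission ratio at 671 and 618 nm; 0% = plate median of compound wells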
TDP2 absorb: blocks human TDP2 phosphodiesterase activity | inhibition, % at 12.8 µM | O95551 | recombinant TDP2, T5PNP hydrolysis, p-nitrophenol absorbance 415 nm | 370,000 compounds, 0.34% hits;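 active = inhibition above the mean of all tested compounds plus 3 SD, set per campaign, cut at about 25% in these data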;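 also: 0% = DMSO with enzyme and 100% = buffer with substrate but no TDP2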
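System – recombinant human TDP2 · Amount – 120 nM TDP2 per well · Buffer or medium – Mg2+-containing Tris-HCl buffer, pH 7.5 · Reagent – T5PNP substrate, 5 mM · Dosing – 12.8 µM single point, 1% DMSO · Incubation – 2 h at 37 °C · Measured by – epi absorbance · Read-out basis – percent inhibition · Benchmarks – high control without enzyme, low control DMSO plus TDP2 · Repeats – singlicate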
UHRF1 MBD2 ctr: UHRF1 methyl-DNA binding inhibition | UHRF1 binding to methylated oligo, TR-FRET | inhibition, % at 4.4 µM | 370,000 compounds, 0.75% hits | AID 687016; in the data active = inhibition above about 21%;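 also: UHRF1 SRA domain binding a hemimethylated CpG hairpin DNA probe; 0% = median of test compound wells and 100% = reference inhibitor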
TCR CD3 inh: human TCR-CD3 binding inhibition; TAMRA-labeled TCR probe fluorescence, biochemical; inhibition, % at 9.4 µM; 360,000 compounds, 0.37% hits; AID 651800; in the data active = inhibition above about 19%;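 also: recombinant mutant TCR 2C K166C tagged with TAMRA read by polarization; 0% = receptor in buffer alone and 100% = receptor with positive control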
PG9 Ab binder: binds the HIV-1 gp120 antibody PG9. inhibition, % at 6.7 µM. TR-FRET gp120-PG9 antibody binding. AID 624416. 360,000 compounds, 0.43% hits; in the data active = inhibition above about 8.5%
HTRA1 inh: inhibitors of human serine peptidase HTRA1; Q92743; recombinant HTRA1, FP-rhodamine activity-based probe, fluorescence polarization; inhibition, % at 5.96 µM; 340,000 compounds, 0.5% hits; in the data active = inhibition above about 36%;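 also: 0% = enzyme with DMSO and 100% = wells lacking enzyme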
Target sequence (Q92743 whole entry, looked up): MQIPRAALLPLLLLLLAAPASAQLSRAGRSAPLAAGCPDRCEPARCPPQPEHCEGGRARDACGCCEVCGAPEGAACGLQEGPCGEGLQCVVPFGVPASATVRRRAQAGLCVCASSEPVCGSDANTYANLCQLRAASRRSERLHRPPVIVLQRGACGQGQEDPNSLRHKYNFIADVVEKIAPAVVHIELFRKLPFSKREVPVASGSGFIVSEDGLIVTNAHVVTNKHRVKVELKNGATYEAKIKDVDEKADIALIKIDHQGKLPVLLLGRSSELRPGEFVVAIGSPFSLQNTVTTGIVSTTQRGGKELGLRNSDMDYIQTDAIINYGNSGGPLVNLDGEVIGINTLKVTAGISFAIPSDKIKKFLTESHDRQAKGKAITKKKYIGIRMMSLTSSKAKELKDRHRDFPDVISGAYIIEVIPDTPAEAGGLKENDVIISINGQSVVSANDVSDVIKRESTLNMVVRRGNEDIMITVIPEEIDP
Numbers without * were called inactive.

Results for CCC(=O)Nc1c2c(nn1-c1ccc([N+](=O)[O-])cc1)CS(=O)(=O)C2 ?
PRMT1 inh: 3; mABHD4 FP: 0; Tn7 DDE FP: -1; SIAE primary: -3; LEDGF integ inh: 0; TDP2 absorb: 7; UHRF1 MBD2 ctr: 4; TCR CD3 inh: 0; PG9 Ab binder: -1.1; HTRA1 inh: 0

What do the screens show for `Cc1cccc(NS(=O)(=O)c2cnc[nH]2)c1`?
PRMT1 inh: 0; mABHD4 FP: 1; Tn7 DDE FP: -6; SIAE primary: 5; LEDGF integ inh: 4; TDP2 absorb: 3; UHRF1 MBD2 ctr: 1; TCR CD3 inh: 1; PG9 Ab binder: 2.1; HTRA1 inh: 6

What do the screens show for `O=C1c2ccccc2C(=O)N1CCCOCc1c[nH]c(=O)[nH]c1=O`?
PRMT1 inh: -2; mABHD4 FP: -1; Tn7 DDE FP: -4; SIAE primary: 4; LEDGF integ inh: 1; TDP2 absorb: 7; UHRF1 MBD2 ctr: 0; TCR CD3 inh: 0; PG9 Ab binder: -0.1; HTRA1 inh: 3

What do the screens show for `O=C(O)c1ccc(NC(=O)c2ccc(Cl)cc2)c(NC(=O)c2ccc(Cl)cc2)c1`?
PRMT1 inh: 4; mABHD4 FP: 1; Tn7 DDE FP: -1; SIAE primary: -15; LEDGF integ inh: 3; TDP2 absorb: -11; UHRF1 MBD2 ctr: 3; TCR CD3 inh: 4; PG9 Ab binder: 1.1; HTRA1 inh: -31

Results for CC(=O)N(CCP(=O)(c1ccccc1)c1ccccc1)Cc1ccco1 ?
PRMT1 inh: 0; mABHD4 FP: 0; Tn7 DDE FP: 3; SIAE primary: 2; LEDGF integ inh: 0; TDP2 absorb: -1; UHRF1 MBD2 ctr: -2; TCR CD3 inh: -1; PG9 Ab binder: -1.9; HTRA1 inh: 2

Results for Oc1cccc2c(NC(=S)Nc3ccc(SC(F)F)cc3)cccc12 ?
PRMT1 inh: 17; mABHD4 FP: 40*; Tn7 DDE FP: -3; SIAE primary: 19*; LEDGF integ inh: 2; TDP2 absorb: 6; UHRF1 MBD2 ctr: 4; TCR CD3 inh: -5; PG9 Ab binder: -5.1; HTRA1 inh: 23

How did CN(NC(=O)c1ccc(Cl)cc1)c1ncc(C(F)(F)F)cc1Cl do in these assays?
PRMT1 inh: 1; mABHD4 FP: 3; Tn7 DDE FP: -4; SIAE primary: -6; LEDGF integ inh: -1; TDP2 absorb: 10; UHRF1 MBD2 ctr: 5; TCR CD3 inh: 3; PG9 Ab binder: 0.8; HTRA1 inh: -7

How did CC(C)Oc1ccc(C(=O)N2CCC(CCC(=O)NC3CC3)CC2)cc1 do in these assays?
PRMT1 inh: -1; mABHD4 FP: 5; Tn7 DDE FP: -16; SIAE primary: -1; LEDGF integ inh: 2; TDP2 absorb: 1; UHRF1 MBD2 ctr: 10; TCR CD3 inh: 5; PG9 Ab binder: 0.3; HTRA1 inh: 4

How did O=C(CN1CCCCCC1)Nc1ccc(S(=O)(=O)N2CCCCC2)cc1 do in these assays?
PRMT1 inh: -4; mABHD4 FP: 6; Tn7 DDE FP: 7; SIAE primary: 7; LEDGF integ inh: -1; TDP2 absorb: 11; UHRF1 MBD2 ctr: 62*; TCR CD3 inh: 6; PG9 Ab binder: -1.1; HTRA1 inh: -11

How did CC(=O)NC1(c2ccccc2)CCN(c2cc(C)nc(-c3ccccc3)n2)CC1 do in these assays?
PRMT1 inh: -2; mABHD4 FP: -1; Tn7 DDE FP: -3; SIAE primary: -5; LEDGF integ inh: -2; TDP2 absorb: 1; UHRF1 MBD2 ctr: 1; TCR CD3 inh: -5; PG9 Ab binder: -1.9; HTRA1 inh: -5

What do the screens show for `CCN(CC)S(=O)(=O)c1cc(C(=O)OCC(=O)Nc2cccc(C)c2C)ccc1F`?
PRMT1 inh: -1; mABHD4 FP: -5; Tn7 DDE FP: -12; SIAE primary: -6; LEDGF integ inh: 2; TDP2 absorb: -17; UHRF1 MBD2 ctr: 2; TCR CD3 inh: 7; PG9 Ab binder: -3.1; HTRA1 inh: -4

How did O=C1C2CC=CCC2C(=O)N1CNc1ccccc1 (stereo not given) do in these assays?
PRMT1 inh: -1; mABHD4 FP: 9; Tn7 DDE FP: -1; SIAE primary: 6; LEDGF integ inh: 2; TDP2 absorb: -2; UHRF1 MBD2 ctr: 0; TCR CD3 inh: -4; PG9 Ab binder: -0.8; HTRA1 inh: 3

What do the screens show for `CCOC(=O)N1CCN(C(=O)Cc2ccccc2OC)CC1`?
PRMT1 inh: 1; mABHD4 FP: 1; Tn7 DDE FP: 0; SIAE primary: 1; LEDGF integ inh: -4; TDP2 absorb: 2; UHRF1 MBD2 ctr: 1; TCR CD3 inh: -4; PG9 Ab binder: -1.6; HTRA1 inh: 1

Results for CSc1ccccc1-n1nnnc1SCC(=O)NCc1cccs1 ?
PRMT1 inh: 0; mABHD4 FP: -4; Tn7 DDE FP: 1; SIAE primary: 1; LEDGF integ inh: 3; TDP2 absorb: -9; UHRF1 MBD2 ctr: 2; TCR CD3 inh: -1; PG9 Ab binder: -0.3; HTRA1 inh: -5

How did COc1ccc(/C=N/NC(=O)c2ccc(COc3ccccc3Cl)o2)c(OC)c1C do in these assays?
PRMT1 inh: 2; mABHD4 FP: 6; Tn7 DDE FP: 6; SIAE primary: -7; LEDGF integ inh: -4; TDP2 absorb: 0; UHRF1 MBD2 ctr: -1; TCR CD3 inh: 4; PG9 Ab binder: -1.6; HTRA1 inh: 1

How did C(=N\n1cncn1)/c1ccc(N2CCOCC2)cc1 do in these assays?
PRMT1 inh: -2; mABHD4 FP: 3; Tn7 DDE FP: 1; SIAE primary: -3; LEDGF integ inh: -1; TDP2 absorb: 3; UHRF1 MBD2 ctr: 1; TCR CD3 inh: -3; PG9 Ab binder: -0.8; HTRA1 inh: 2

Results for CNC(=O)CSc1nc2cc(S(=O)(=O)Nc3ccccc3OC)ccc2o1 ?
PRMT1 inh: 6; mABHD4 FP: -6; Tn7 DDE FP: 2; SIAE primary: -2; LEDGF integ inh: 2; TDP2 absorb: 3; UHRF1 MBD2 ctr: 1; TCR CD3 inh: -1; PG9 Ab binder: -1.1; HTRA1 inh: -2

Results for Cc1ccc2c(c1)C(c1ccccc1)N(C(=O)c1ccc3c(c1)OCO3)CC(=O)N2 (stereo not given) ?
PRMT1 inh: 1; mABHD4 FP: -2; Tn7 DDE FP: 2; SIAE primary: -2; LEDGF integ inh: -2; TDP2 absorb: -12; UHRF1 MBD2 ctr: 0; TCR CD3 inh: 1; PG9 Ab binder: 0.8; HTRA1 inh: -15

Results for C/C(=N\NC(=O)c1ccccc1F)c1ccc2c(c1)Nc1ccccc1S2 ?
PRMT1 inh: 0; mABHD4 FP: 20; Tn7 DDE FP: 7; SIAE primary: 16; LEDGF integ inh: -3; TDP2 absorb: 3; UHRF1 MBD2 ctr: -5; TCR CD3 inh: 6; PG9 Ab binder: -4.8; HTRA1 inh: 18

How did Cc1cc(C(=O)Nc2ccc3c(c2)OCCO3)c2ccccc2n1 do in these assays?
PRMT1 inh: 0; mABHD4 FP: -1; Tn7 DDE FP: -4; SIAE primary: 3; LEDGF integ inh: 4; TDP2 absorb: -10; UHRF1 MBD2 ctr: -1; TCR CD3 inh: 4; PG9 Ab binder: 0.3; HTRA1 inh: -4

How did O=Nc1c(-c2c(O)[nH]c3cc(Br)ccc23)[nH]c2ccccc12 do in these assays?
PRMT1 inh: 1; mABHD4 FP: -4; Tn7 DDE FP: 7; SIAE primary: -3; LEDGF integ inh: 2; TDP2 absorb: -7; UHRF1 MBD2 ctr: -5; TCR CD3 inh: -4; PG9 Ab binder: -1.7; HTRA1 inh: 23

What do the screens show for `Cc1c(-n2c(SCC(N)=O)nc3ccccc3c2=O)c(=O)n(-c2ccccc2)n1C`?
PRMT1 inh: -1; mABHD4 FP: -4; Tn7 DDE FP: -1; SIAE primary: 4; LEDGF integ inh: 1; TDP2 absorb: 4; UHRF1 MBD2 ctr: 1; TCR CD3 inh: 7; PG9 Ab binder: 0.0; HTRA1 inh: -2

How did CCCn1c(=N)n(CC(=O)c2ccco2)c2ccccc21 do in these assays?
PRMT1 inh: 3; mABHD4 FP: 9; Tn7 DDE FP: -2; SIAE primary: 2; LEDGF integ inh: 0; TDP2 absorb: 12; UHRF1 MBD2 ctr: -2; TCR CD3 inh: -2; PG9 Ab binder: -1.7; HTRA1 inh: 0

What do the screens show for `Cc1ccc(NC(=O)Cn2nnc3ccccc32)cc1`?
PRMT1 inh: 0; mABHD4 FP: 3; Tn7 DDE FP: -4; SIAE primary: 4; LEDGF integ inh: 0; TDP2 absorb: -2; UHRF1 MBD2 ctr: 0; TCR CD3 inh: 5; PG9 Ab binder: -2.0

Results for Cc1ccccc1-c1nnc(SCC(=O)N(CC(C)C)c2c(N)n(CC(C)C)c(=O)[nH]c2=O)n1C ?
PRMT1 inh: 10; mABHD4 FP: -4; Tn7 DDE FP: 2; SIAE primary: -6; LEDGF integ inh: -3; TDP2 absorb: -10; UHRF1 MBD2 ctr: 5; TCR CD3 inh: -4; PG9 Ab binder: -0.5; HTRA1 inh: 0

How did COc1ccc(NC(=O)CSCC(=O)N(C)CCOc2ccc(Cl)cc2)cc1 do in these assays?
PRMT1 inh: -4; mABHD4 FP: -4; Tn7 DDE FP: 11; SIAE primary: 3; LEDGF integ inh: 1; TDP2 absorb: -10; UHRF1 MBD2 ctr: -2; TCR CD3 inh: 6; PG9 Ab binder: -0.9; HTRA1 inh: -4
